UBC13 inh: blocks human UBC13 polyubiquitin chain formation | P61088 | TR-FRET | inhibition, % at 20 µM | 330,000 tested, 0.47% active | AID 485273; in the data active = inhibition above about 45%, passing the limit was not always enough
Target sequence (P61088 whole entry, looked up): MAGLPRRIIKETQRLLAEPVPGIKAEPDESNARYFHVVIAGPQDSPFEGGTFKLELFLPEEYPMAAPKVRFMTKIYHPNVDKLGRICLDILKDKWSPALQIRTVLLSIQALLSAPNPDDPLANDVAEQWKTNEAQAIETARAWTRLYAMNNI
PfG6PD inh: PfG6PD (Plasmodium falciparum) enzyme inhibition | inhibition, % at 20 µM | PfGluPho enzyme, NADPH resazurin-diaphorase fluorescence | AID 504690 | 350,000 tested, 0.78% active;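 active = inhibition reaching at least a set limit at 20 µM in the primary screen, cut at about 59% in these data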;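 also: 0% = DMSO wells with substrate and 100% = DMSO wells lacking glucose-6-phosphate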
beta cell repl: induces beta-cell replication in MIN6 cells. MIN6 cells proliferation, ATPlite luminescence, 48 h; cells starved in 0.2% serum; 100% = growth in 10% serum. proliferation, % at 10 µM. 330,000 tested, 0.29% active. AID 2380;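 active = compounds whose signal lies at least 3.5 SD above the mean of all wells on their plate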;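 also: 0% = DMSO-treated cells in low-serum medium and 100% = 10% serum control; some compounds called inactive have numbers as strong as hits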
SENP7 inh: inhibitors of human SENP7 protease. recombinant SENP7, Z-RLRGG-aminoluciferin luminescence, 40 min. inhibition, % at 5 µM. Q9BQF6. 330,000 tested, 1.5% active. AID 434973;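 active = inhibition above about 50% at the single test dose, limit read from the data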;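 also: plate controls were DMSO with enzyme for no effect and no enzyme buffer wells for full effect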
Target sequence (Q9BQF6 706-1050 limits assumed): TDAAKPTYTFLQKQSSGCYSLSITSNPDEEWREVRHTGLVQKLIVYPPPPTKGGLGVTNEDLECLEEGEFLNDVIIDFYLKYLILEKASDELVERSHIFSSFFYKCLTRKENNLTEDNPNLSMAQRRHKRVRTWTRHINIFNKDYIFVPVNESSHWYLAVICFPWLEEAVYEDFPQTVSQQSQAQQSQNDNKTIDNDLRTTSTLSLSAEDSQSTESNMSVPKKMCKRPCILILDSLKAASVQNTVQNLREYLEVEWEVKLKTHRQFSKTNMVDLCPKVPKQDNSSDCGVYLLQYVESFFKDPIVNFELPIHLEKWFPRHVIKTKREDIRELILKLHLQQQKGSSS
HKDC1 inh: HKDC1 (human) hexokinase inhibition. Q2TB90. recombinant HKDC1, G6PDH/diaphorase resazurin coupled fluorescence. inhibition, % at 20 µM. 340,000 tested, 0.16% active. AID 493160;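 active = inhibition above about 35% when tested at 20 µM, limit read from the data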;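 also: plate controls were DMSO wells with enzyme for no effect and DMSO wells lacking enzyme for full effect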
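System: Recombinant HKDC1 hexokinase | Amount: HKDC1 at 5 µg/mL | Reagent: Glucose with 1 mM ATP | Doses: Single 20 µM dose | Incubation: Reaction time 90 min, room temperature, protected from light | Signal: Coupled resazurin fluorescence, excitation 525 nm, emission 613 nm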
SENP6 inh: blocks the human protease SENP6; Q9GZR1; Recombinant SENP6 catalytic domain, aminoluciferin luminescence; inhibition, % at 10 µM; 330,000 tested, 1.8% active;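 active = inhibition above about 50% at the single tested dose, limit read from the data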;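 also: plate controls were DMSO wells with enzyme for no effect and DMSO wells lacking enzyme for full effect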
SENP8 block-1: inhibitors of human SENP8 protease | Q96LD8 | purified SENP8, Z-RLRGG-aminoluciferin cleavage, luminescence | inhibition, % at 10 µM | 330,000 tested, 1.2% active | AID 2540; in the data active = inhibition above about 50%
Target sequence (Q96LD8 whole entry, looked up): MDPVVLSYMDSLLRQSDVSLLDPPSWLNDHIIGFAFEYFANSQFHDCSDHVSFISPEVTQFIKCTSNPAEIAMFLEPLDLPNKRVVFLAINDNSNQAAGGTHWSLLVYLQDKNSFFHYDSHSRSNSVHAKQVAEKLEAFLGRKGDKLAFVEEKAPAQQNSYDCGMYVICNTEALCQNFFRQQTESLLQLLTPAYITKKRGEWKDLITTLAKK
SENP8 block-2: SENP8 (human) protease inhibition. 360,000 tested, 0.64% active. recombinant SENP8, Nedd8 substrate fluorescence. AID 602440. inhibition, % at 20 µM. Q96LD8; in the data active = inhibition mostly above about 40%, no sharp cut-off; inactive = mostly below about 27%
SENP1 inh: inhibitors of human SENP1 SUMO protease catalytic domain | inhibition, % at 10 µM | recombinant SENP1 catalytic domain, CyPet-SUMO1-YPet FRET cleavage | 360,000 tested, 0.21% active | Q9P0U3;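 active = inhibition at least 30% at 10 µM, raw YFP signal under a set limit, fluorescence ratio 0.5 to 1.5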;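 also: 0% = enzyme with DMSO and 100% = no enzyme wells; some results filed as inactive read as strong as hits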
Target sequence (Q9P0U3 419-644 limits assumed): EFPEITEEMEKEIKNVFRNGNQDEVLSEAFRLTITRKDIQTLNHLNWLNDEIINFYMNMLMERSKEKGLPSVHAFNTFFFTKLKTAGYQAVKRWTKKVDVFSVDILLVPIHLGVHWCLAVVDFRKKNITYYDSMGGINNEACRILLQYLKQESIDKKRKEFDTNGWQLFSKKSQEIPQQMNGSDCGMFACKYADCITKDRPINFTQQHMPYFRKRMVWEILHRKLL
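Assay system – human recombinant His6-tagged SENP1 catalytic domain enzyme · Input – SENP1 enzyme, 20 pM final · Buffer or medium – Tris pH 8 buffer plus EDTA, NaCl, BME, BSA, NP40, catalase · Schedule – 50 min reaction at room temperature · Technique – FRET read of cyan and yellow fluorescence · Control set – no-enzyme wells low, DMSO-plus-enzyme wells high control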
* = called active by the depositor; . = no result given.

Structure	UBC13 inh	PfG6PD inh	beta cell repl	SENP7 inh	HKDC1 inh	SENP6 inh	SENP8 block-1	SENP8 block-2	SENP1 inh
COc1ccc(-c2nc3n(c(=O)c2C#N)CCCS3)cc1	10.6	-4.3	4.0	0.5	3.7	-8.9	-1.4	-233.8	-10.1
Cc1ccc(S(=O)(=O)N(C(=O)c2ccco2)c2cc3sc(=O)oc3c3ccccc23)cc1	-24.8	54.3	-7.1	-0.5	36.9*	-0.2	-3.6	26.5	2.7
COc1ccc(C(=O)CCN2CCN(c3ccccc3OC)CC2)cc1	-4.0	-2.7	-6.7	5.5	-2.8	-15.4	-4.2	13.7	1.6
O=C(Nc1ccc2c(c1)OCO2)c1cc(-c2ccccc2Cl)on1	1.6	7.7	-2.5	23.0	2.7	-18.6	-19.6	-1.7	0.7
COc1cc2c(cc1OC)C(c1ccccc1)N(C(=O)c1ccccc1)CC2 (stereo not drawn)	-7.5	-1.7	-2.4	3.3	-3.7	-6.0	0.1	15.5	3.8
CCOC(=O)c1cnc2ccc(Br)cc2c1NCCO	5.5	65.2*	-1.1	-23.0	-10.4	-16.4	-6.2	-14.3	1.0
O=[N+]([O-])c1ccc(N2CCN(c3ccc(O)cc3)CC2)cn1	-15.5	62.1*	0.0	-3.7	5.4	-16.3	-7.0	12.9	0.7
Cn1c(=O)c2ccccc2n(CC(=O)NC2CCCC2)c1=O	1.2	-13.7	-1.4	-8.3	5.2	-43.8	-8.1	6.5	0.5
CC1CCCN(C(=O)COc2ccc(-c3ccccc3)cc2)C1 (stereo not drawn)	2.7	-11.4	0.7	34.2	1.2	44.7	10.3	10.6	2.7
Cc1ccc(-n2nc(C)c3onc(C)c3c2=O)cc1	2.9	-2.9	1.8	7.3	-5.4	-0.8	0.8	8.7	3.4
O=C(Cc1ccccc1[N+](=O)[O-])NCC(O)c1ccc2c(c1)OCO2 (stereo not drawn)	.	-0.4	.	.	-1.9	.	.	8.8	-0.5
O=C(O)c1ccc(Nc2cnc3ccccc3n2)cc1	3.1	-0.8	-1.7	96.6*	12.7	92.9*	88.1*	-70.4	-4.5
Cn1cc(C(=O)N2CCN(c3ccccc3)CC2)c(=O)c2cc(S(=O)(=O)N3CCOCC3)ccc21	-4.4	2.8	-3.4	-2.6	-5.5	24.2	1.1	12.9	1.3
CCN(CC1CCCN(CCc2cccc(F)c2)C1)C(=O)c1ccc(CSC)o1 (stereo not drawn)	3.6	25.2	1.7	-6.6	-5.2	1.1	2.1	-3.5	-6.0
COc1ccc(-c2csc3nc(C)n(-n4cccc4)c(=O)c23)cc1OC	0.6	2.6	-3.2	-8.8	-8.0	-7.9	1.4	-0.2	0.4
O=C(/C=C/c1ccco1)Nc1cccc2cccnc12	-16.0	10.8	-2.3	-5.0	21.1	7.8	-6.6	-108.9	-12.5
CC1(C)CC(=O)C2=C(C1)NC(SCC(N)=O)=C(C#N)C21CCCCC1	-6.7	-3.9	-2.7	-0.7	-1.8	-23.4	-5.7	-38.3	-20.1
CC(C)CC(NC(=O)C(NC(=O)OC(C)(C)C)C(C)C)C(=O)N1CCCC1C(N)=O (stereo not drawn)	7.1	7.1	-0.8	1.2	-10.0	-4.8	7.5	26.9	1.2
COC(=O)Cc1ccc(NC(=S)NCC(C)C)cc1	5.6	13.3	-3.7	4.1	3.4	4.0	2.6	15.0	0.6
CCCCC(c1nnnn1CC1CCCO1)N1CCN(Cc2ccccc2)CC1 (stereo not drawn)	5.5	1.6	-0.4	-0.1	-2.3	-16.3	-7.8	13.6	1.5
Cc1cc(N2O[C@]34C=C[C@]25C[C@@H](O)CC[C@]5(C)C3CC[C@]2(C)[C@@H]([C@H](C)/C=C/[C@H](C)C(C)C)CC[C@H]24)no1 (stereo partly drawn)	.	38.6	.	-8.5	2.5	.	.	5.7	1.7
CCOc1ccc2nc(NCCCNS(=O)(=O)c3ccc(C)cc3)c(C#N)cc2c1	-0.5	-17.8	-2.8	14.2	6.4	-5.4	14.4	-258.9	-20.9
C[S+](CC[C@H](N)C(=O)O)C[C@H]1O[C@@H](n2cnc3c(N)ncnc32)[C@H](O)[C@@H]1O (stereo partly drawn)	16.4	-2.0	-0.4	-4.8	-2.0	-4.5	5.8	9.7	-3.0
Cc1cnc(NC(=O)CSC(=S)N2CCOCC2)s1	0.4	-1.7	-1.1	-0.4	4.1	-11.3	8.5	14.5	-0.6
NCCc1nnc(SCc2c(F)cccc2Cl)o1	2.0	1.4	-3.0	-1.8	-1.8	5.9	-1.5	10.7	0.6
COc1ccc(C2CC(c3ccccc3)=NN2C(=O)CN2CCN(Cc3ccccc3)CC2)cc1 (stereo not drawn)	6.0	-7.8	-6.2	5.9	0.1	-5.2	-1.4	4.0	0.8
CCOCCCN1C(=O)CN(C2CCCCCC2)C(=O)C1c1ccc(OC)cc1 (stereo not drawn)	2.3	-0.4	0.9	-8.9	-12.8	-21.9	0.2	19.1	-0.2
CCN(CC(=O)Nc1ccc2c(c1)OCO2)CC(=O)Nc1ccccc1C(F)(F)F	-9.1	6.8	0.0	-10.3	-2.9	-6.9	-12.1	11.2	-0.1
Oc1ccccc1-c1nc(N2CCN(Cc3ccccc3)CC2)c2ccccc2n1	-7.1	0.5	-1.3	2.8	-0.1	-9.7	-4.3	12.5	0.4
CCOC(=O)NC(=O)C(=CNc1ccc(C)cc1)C(=O)NC(=O)OCC	4.1	-17.3	1.4	-4.1	-5.3	-4.7	2.9	3.0	0.3
O=C(Cn1nc(-c2ccco2)ccc1=O)Nc1ccc(Br)cc1	1.2	-13.2	0.6	-10.9	6.7	-1.5	-10.6	-309.4	0.7
CCOc1ccc(/C=N/NC(=O)C2CC2)c(OCC)c1	8.8	14.8	0.7	-1.1	-0.8	-12.2	-9.0	11.4	1.1
Cc1onc(-c2ccccc2Cl)c1C(=O)Nc1ccc(-c2cn3cccnc3n2)cc1	8.0	13.3	-0.6	-5.3	-7.0	-10.2	-6.0	-297.1	-4.2
CN(C)C(=O)c1cc(C(=O)c2ccccc2)c[nH]1	1.3	4.5	4.6	-0.4	-1.3	-1.0	3.6	14.4	1.5
CN(CC(=O)Nc1ccccc1Sc1ccccc1)Cc1nc2ccccc2c(=O)[nH]1	1.9	14.0	-2.1	-11.8	-4.5	-50.9	-6.3	1.1	-2.1
CC(C)NC(=O)N(C)C[C@H]1Oc2ccc(NC(=O)Nc3ccccc3)cc2C(=O)N([C@H](C)CO)C[C@@H]1C	-0.5	-1.3	-0.7	4.6	-5.4	-22.5	-7.4	14.7	0.3
CCOc1ccc(NC(=O)C2CCCN(S(=O)(=O)c3cnc[nH]3)C2)cc1 (stereo not drawn)	-6.6	12.3	0.6	-3.0	-5.9	-1.8	1.8	9.4	0.5
CCOC(=O)N1CCC(NC(=O)CCc2nc(-c3ccc(C)cc3)no2)CC1	-0.1	-2.6	-1.2	0.1	-7.7	-2.8	-4.0	17.2	0.9
COc1ccccc1C(O)Cc1nc2ccccc2n1C (stereo not drawn)	5.0	-2.2	-1.2	-12.4	-6.5	0.8	2.0	21.5	2.0
Cc1ccc(CN2CCSc3ccc(C(=O)NC4CCCC4)cc32)cc1	20.0	4.0	0.7	7.2	-1.4	4.3	-2.7	-342.1	-0.6

Compounds from the list above with fluorine, in the order listed:
Structure	UBC13 inh	PfG6PD inh	beta cell repl	SENP7 inh	HKDC1 inh	SENP6 inh	SENP8 block-1	SENP8 block-2	SENP1 inh
CCN(CC1CCCN(CCc2cccc(F)c2)C1)C(=O)c1ccc(CSC)o1 (stereo not drawn)	3.6	25.2	1.7	-6.6	-5.2	1.1	2.1	-3.5	-6.0
NCCc1nnc(SCc2c(F)cccc2Cl)o1	2.0	1.4	-3.0	-1.8	-1.8	5.9	-1.5	10.7	0.6
CCN(CC(=O)Nc1ccc2c(c1)OCO2)CC(=O)Nc1ccccc1C(F)(F)F	-9.1	6.8	0.0	-10.3	-2.9	-6.9	-12.1	11.2	-0.1

Continued.
Structure	UBC13 inh	PfG6PD inh	beta cell repl	SENP7 inh	HKDC1 inh	SENP6 inh	SENP8 block-1	SENP8 block-2	SENP1 inh
CCOC(=O)c1ccc(NC(=S)N(CCCN2CCCC(C)C2)Cc2cccs2)cc1 (stereo not drawn)	11.4	17.0	-6.2	-3.4	-2.1	-10.3	-6.5	10.7	4.4
CCC(C)[C@H](NC(=O)N1CCn2c1nc1ccccc12)C(=O)NCCc1ccc(OC)c(OC)c1 (stereo partly drawn)	4.0	7.9	-3.4	6.7	-5.3	-19.4	3.7	6.7	4.1
CCCCNC(=O)Nc1nnc(-c2ccccc2)o1	9.0	-8.6	3.5	8.3	-3.5	-1.0	-3.3	-18.9	0.9
CC(NS(=O)(=O)c1ccccc1)C(=O)Nc1nccs1 (stereo not drawn)	1.8	6.9	-2.4	0.1	0.0	-14.6	-4.7	1.9	-6.9
Cc1ccc(OCC(=O)N/N=C/c2cn[nH]c2-c2ccc(Cl)c(Cl)c2)cc1	8.0	2.9	-6.2	-5.7	-0.7	-7.0	-3.2	22.3	1.1
Cc1c(Cl)cccc1NC(=S)NCCc1ccccn1	1.8	16.0	-2.4	2.4	-5.7	-20.6	5.4	47.0*	0.4
Cc1ccc(CNC(=O)NC23CC4CC(CC(C4)C2)C3)cc1	1.5	-7.0	3.1	-4.0	-5.2	-15.4	3.4	7.6	2.7
O=C(NNC(=O)c1cc(Br)ccc1O)c1csc(N2CCOCC2)n1	33.4	-40.1	-5.8	-10.8	-10.6	0.2	-4.5	-74.9	1.7
CCN(C(=O)CCCC(=O)N(CC)c1ccccc1)c1ccccc1	-20.0	5.6	-1.3	-0.7	-6.2	-7.8	-5.9	18.7	-1.8
COc1ccccc1NC(=O)CN(c1ccccc1F)S(C)(=O)=O	0.7	14.7	-3.1	0.3	0.0	9.9	-2.7	24.0	0.3
C/C(=C\c1cccc(Cl)c1)C(=O)c1c(C)cc(C)[nH]c1=O	0.4	-1.9	0.4	-5.7	4.7	-23.8	3.9	19.5	-0.7
CC(NC(=O)[C@H](NC(=O)[C@@H]1Cc2ccccc2CN1)c1ccccc1)c1ccccc1 (stereo partly drawn)	5.6	-13.1	2.5	1.9	0.2	-5.3	4.2	41.1*	1.4
O=C(O/N=C(/c1ccccc1)c1ccncc1)c1cccc(F)c1	11.5	1.4	1.4	-2.4	-6.6	-6.7	-15.4	7.7	5.3
C=CCn1c(SCC(=O)Nc2ccc(O)cc2)nc2sc(CC)cc2c1=O	10.1	-11.4	0.1	5.7	3.5	-12.7	-1.4	5.0	1.0
CCN(C(=O)COC(=O)/C=C/c1ccccc1)C1CCCCC1	5.4	9.6	-1.0	4.1	-4.1	-11.1	6.6	6.2	2.4
CCOC(=O)c1cnn(-c2ncnc3c2oc2ccccc23)c1N	1.4	-2.2	-3.5	72.7*	-1.8	15.5	9.5	15.4	-2.0

Hits appear at their usual frequency; about 4% have a hit in one of these screens.
